Screens deposited in PubChem by several laboratories.
PERK inh – inhibitors of human PERK kinase | Q9NZJ5 | CHO PERK-DD fusion, SEAP luminescence translation reporter | inhibition, % at 5.6 µM | 0.17% of 220,000 active | AID 1416;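 active means inhibition above the mean inhibition of all tested compounds plus 3 SD, set separately per screening campaign, cut at about 2.9% in these data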;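 further: PERK kinase domain activated by AP20187 dimerizer at 100 nM; 0% = DMSO with dimerizer and 100% = rapamycin at 8.4 µM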
Target sequence (Q9NZJ5 whole entry, looked up, the tested form may be a part): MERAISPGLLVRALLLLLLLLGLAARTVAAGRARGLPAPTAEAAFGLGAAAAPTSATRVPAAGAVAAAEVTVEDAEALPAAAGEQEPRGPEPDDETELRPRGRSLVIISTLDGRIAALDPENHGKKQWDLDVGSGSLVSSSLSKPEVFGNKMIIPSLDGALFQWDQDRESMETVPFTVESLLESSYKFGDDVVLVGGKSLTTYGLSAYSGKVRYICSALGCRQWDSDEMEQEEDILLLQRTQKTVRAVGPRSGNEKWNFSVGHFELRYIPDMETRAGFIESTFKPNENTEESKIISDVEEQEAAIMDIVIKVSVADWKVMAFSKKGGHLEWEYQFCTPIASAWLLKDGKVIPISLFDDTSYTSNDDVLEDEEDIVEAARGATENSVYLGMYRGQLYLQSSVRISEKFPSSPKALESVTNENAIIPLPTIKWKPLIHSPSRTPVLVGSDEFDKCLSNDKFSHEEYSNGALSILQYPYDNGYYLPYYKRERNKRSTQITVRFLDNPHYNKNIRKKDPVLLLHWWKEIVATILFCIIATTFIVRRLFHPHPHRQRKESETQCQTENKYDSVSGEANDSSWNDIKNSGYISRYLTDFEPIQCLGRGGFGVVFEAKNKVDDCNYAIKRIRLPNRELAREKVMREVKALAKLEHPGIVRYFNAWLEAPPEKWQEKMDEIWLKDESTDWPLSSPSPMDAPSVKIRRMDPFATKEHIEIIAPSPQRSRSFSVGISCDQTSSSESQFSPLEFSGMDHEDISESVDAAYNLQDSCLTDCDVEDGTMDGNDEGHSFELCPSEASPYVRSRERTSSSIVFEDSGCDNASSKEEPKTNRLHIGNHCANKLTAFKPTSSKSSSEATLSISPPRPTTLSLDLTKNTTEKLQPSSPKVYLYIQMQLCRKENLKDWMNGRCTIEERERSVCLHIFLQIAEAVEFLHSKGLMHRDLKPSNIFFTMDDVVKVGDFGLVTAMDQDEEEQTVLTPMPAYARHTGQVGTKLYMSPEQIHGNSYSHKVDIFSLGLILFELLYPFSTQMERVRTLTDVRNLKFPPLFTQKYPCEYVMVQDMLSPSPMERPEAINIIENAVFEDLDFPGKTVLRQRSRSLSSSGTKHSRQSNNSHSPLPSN
Wee1 stabilizer – inhibitors of human Wee1 degradation | HeLa Luc-Wee1K328M stability, luciferase luminescence; 100% = proteasome inhibitor MG132 effect | P30291 | AID 1321 | 1.2% of 220,000 active | reporter increase, % at 5 µM;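 active means activation above the mean of all tested compounds plus 3 SD, set per screening run, cut at about 8.8% in these data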;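 further: cells exposed to compound for 20 h before luminescence read; 0% = DMSO alone and 100% = MG132 at 30 µM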
Thrombin inh – inhibitors of human thrombin; AID 1046; 0.26% of 220,000 active; inhibition, % at 5 µM; P00734; alpha-thrombin, Boc-VPR-AMC fluorogenic substrate cleavage;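 active means inhibition at or above 40%; inactive means inhibition below 40%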;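 further: 0% = enzyme with no compound and 100% = wells without enzyme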
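Material: human alpha-thrombin enzyme / Medium: pH 7.5 Tris (50 mM) with NaCl 150 mM, Tween 20 0.05% / Compound: single-point dosing at 5 µM, 0.2% DMSO / Incubation: enzyme reaction carried out at room temperature / Detection: AMC fluorescence, 355/460 nm / Read-out basis: percent inhibition scaled between no-compound controls and no-enzyme blanks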
FXIIa inh 1536 – inhibitors of human coagulation factor XIIa; purified FXIIa, Boc-QGR-AMC fluorogenic substrate, 2 h; inhibition, % at 5 µM; 0.3% of 220,000 active; AID 800; in the data active means inhibition above about 40%;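 further: 0% = enzyme with no compound and 100% = blank without enzyme; many of its hits are not listed in these tables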
Furin inhibitor – human furin inhibition; inhibition, % at 30 µM; AID 463115; 0.061% of 220,000 active; purified furin, fluorogenic substrate cleavage; P09958; in the data active means inhibition above about 25%; further: inactives centre near -15
hK5 inh – kallikrein 5 (human) inhibition; Q9Y337; inhibition, % at 5 µM; AID 873; recombinant hK5, fluorogenic AMC substrate cleavage; 0.59% of 210,000 active;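 active means inhibition of 40% or more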;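 further: 0% = enzyme controls without compound and 100% = no-enzyme blanks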
FXIa inh – blocks human coagulation factor XIa protease activity | purified FXIa, Boc-Glu-Ala-Arg-AMC fluorogenic substrate | inhibition, % at 5 µM | 0.14% of 220,000 active | AID 798;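 active means inhibition of at least 40%; inactive means inhibition below 40%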;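 further: fluorescence of freed AMC excited at 355 nm; 0% = enzyme without compound and 100% = no enzyme blank; many of its hits are not listed in these tables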
Cl transport mod – modulators of human KCC2 chloride dependent transport; KCC2 cells, thallium flux FluoZin-2 fluorescence; B-score of Tl+ flux slope (higher = more flux/activation; lower = inhibition) at 10 µM; 2.2% of 190,000 active; AID 1456;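 active means thallium flux slope and its plate-corrected score both differing from the plate sample mean at a set confidence after two filtering rounds, in either direction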;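 further: slope of fluorescence scaled to starting intensity during 10 to 20 s after thallium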
p97 inhibitor – inhibitors of human p97 ATPase; inhibition, % at 8 µM; P55072; 0.42% of 220,000 active; recombinant p97 ATPase, Kinase-Glo ATP luminescence, 3 h; in the data active means inhibition above about 15%;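 further: 0% = DMSO vehicle and 100% = wells lacking enzyme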
Active calls of the source: *; i = inactive; nt = not tested or not shown; & = joins results of further samples; [ ] = another dose, or the depositor's remark. Not a hit list (roughly 4.4% active in at least one column).

SMILES | PERK inh | Wee1 stabilizer | Thrombin inh | FXIIa inh 1536 | Furin inhibitor | hK5 inh | FXIa inh | Cl transport mod | p97 inhibitor
CC1(C)CC(NC2C3CC4CC(C3)CC2C4)CC(C)(C)N1 (centres undefined) | -0.5 | -0.9 | -4.0 | 5.8 | -22.1 | -2.0 | -0.4 | 1.12 | 5.5
CCCCOC(=O)c1ccc(NC(=S)NC(=O)c2c(Cl)cnn2C)cc1 | 0.6 | -2.3 | 3.3 | 7.3 | -12.0[20 µM] | -10.1 | -1.7 | 27.6* | -0.6
COc1ccccc1-n1cnnc1SC(C)C(=O)Nc1ccc(NC(C)=O)cc1 (centres undefined) | 0.5 | 0.6 | -4.1 | 3.8 | -22.9 | 10.4 | 4.1 | -1.12 | 3.9
O=C(Nc1nnc(C2COc3ccccc3O2)o1)c1ccc(F)cc1 (centres undefined) | -1.0 | -2.5 | -5.2 | 5.0 | -15.0 | -16.7 | 4.3 | 15* | 4.1
Cc1ccc(NC(=O)c2sc3nc(N)c(C#N)cc3c2N)cc1 | 1.1 | -0.5 | -1.6 | 12.1 | -3.8 | -2.2 | 2.5 | -0.253 | 6.2
Cc1ccc(NC(=O)c2ccccn2)c(Br)c1 | 2.1 | 2.7 | -4.2 | 3.6 | -14.1 | nt | 1.8 | -0.965 | 2.1
Cc1oc(C(=O)O)cc1CSc1nnc(-c2ccccc2)n1C | 0.4 | -2.7 | 18.6 | 7.0 | -21.2[20 µM] | 19.8 | 3.4 | 0.455 | 1.9
O=C(CCN1C(=O)COc2ccccc21)NCCN1CCOCC1 | -0.1 | 0.7 | -0.1 | -0.1 | -6.7[20 µM] | -1.3 | -2.0 | 0.419 | 4.4
CCOC(=O)C1=C(C)N(c2ccccc2)C(=O)C1CC(=O)O (centres undefined) | 0.1 | 0.9 | -6.1 | 2.9 | -5.3 | -9.1 | -0.4 | nt | 2.6
Fc1cc(Br)ccc1NC(=S)Nc1ccccc1 | 1.9 | -1.6 | -2.8 | 18.7 | -19.2 | -4.1 | 19.3 | 0.781 | 9.2
CC(C)=CC(=O)OCc1cc([N+](=O)[O-])cc2c1OCOC2 | 0.8 | 3.9 | -6.7 | nt | -28.7 | -2.8 | -3.6 | 0.104 | 2.0
CCCS(=O)(=O)c1c(S(=O)(=O)CCC)c2cnccn2c1C(=O)c1ccc(CC)cc1 | -0.8 | -3.1 | 0.1 | 16.1 | -16.4[20 µM] | -2.5 | 11.6 | 0.412 | 5.7
Cc1ccc(NC(=O)C(CC(C)C)NC(N)=O)cc1 (centres undefined) | 1.4 | -0.8 | -1.4 | 4.5 | -18.7 | -9.0 | 6.0 | 0.334 | 2.7
COc1ccc2nc(SCc3cccc(C)c3)nc(C)c2c1 | 0.8 | 3.8 | 4.6 | 1.7 | -13.6 | -7.8 | -10.6 | -0.409 | -0.1
O=C(CSc1ncccn1)N/N=C/c1cccs1 | 1.6 | -2.2 | -3.1 | -0.6 | -21.6[20 µM] | -14.6 | -6.5 | 4.48* | 3.1
Cc1ccc2c(c1)C=CC(C#N)N2C(=O)c1ccccc1 (centres undefined) | -0.2 | 3.0 | 14.3 | 8.8 | -14.5 | 25.1 | 6.9 | -1.56 | -3.6
O=c1c2ccccc2c(C=NCc2ccccn2)c(O)n1-c1ccccc1 | -0.8 | 4.2 | -1.4 | 4.2 | -17.4 | -3.8 | 3.7 | -0.412 | 4.2
C=CCSc1nc(=O)n2ccccc2n1 | 0.5 | 1.3 | 1.3 | 14.2 | -19.1 | 15.7 | 3.6 | -0.0188 | 1.0
CCC(C)C1NC(=S)N(Cc2ccccc2)C1=O (centres undefined) | 0.5 | 1.7 | -2.4 | -10.4 | -23.8 | -14.2 | -2.3 | i | -6.6
CCSc1nnc(NC(=O)C2CC(=O)N(Cc3ccccc3)C2)s1 (centres undefined) | 1.6 | 1.8 | 5.4 | 14.4 | -32.5 | 10.4 | 3.1 | -0.00329 | -0.7
COc1ccc2[nH]c(CN3CCN(CCC(C)C)C(CCO)C3)c(C)c2c1 (centres undefined) | 0.5 | 0.2 | -4.6 | 8.3 | -25.8 | nt | -0.7 | 0.452 | 0.2
O=S(=O)(NC1=NCCCCC1)c1ccc2ccccc2c1 | 1.8 | -1.5 | -2.9 | 0.1 | -21.1 | -7.6 | 1.4 | -0.918 | 2.1
O=C(CS(=O)(=O)c1ccccc1)Nc1ccc(Br)cn1 | 0.3 | 4.4 | -3.5 | 3.2 | -9.7 | -15.9 | 4.4 | 0.195 | -0.6
COc1cccc(NC(=O)N(CCN(C)C)C(C)c2cccnc2)c1 (centres undefined) | -0.4 | -2.9 | -3.0 | 6.2 | -22.8 | -1.8 | -1.2 | 0.958 | 7.3
O/N=C1\CCSc2ccc(F)cc21 | 0.9 | 0.1 | 1.5 | 10.1 | -23.5 | 1.7 | 1.2 | -0.884 | 2.0
CCOc1cc(CN2CCN(CCc3ccccc3)C(CCO)C2)ccc1OC (centres undefined) | -0.2 | -1.3 | -5.3 | 10.9 | -26.4 | nt | -1.8 | nt | 2.5
Oc1ccc2nc(Cc3ccccc3)[nH]c2c1 | 0.4 | -2.4 | -8.1 | -7.7 | -0.7 | -1.3 | -6.4 | 0.00378 | -0.6
CC(=O)c1cccc(NC(=O)CSCc2ccccc2)c1 | 0.8 | 0.6 | 0.5 | 12.8 | -26.9 | -14.6 | 1.1 | 0.685 | 0.5
CCn1c2ccccc2c2nnc(SCC(=O)N3CC(C)OC(C)C3)nc21 (centres undefined) | -0.8 | 0.3 | 2.9 | 13.8 | -6.0 | -0.4 | 1.0 | -1.56 | 5.0
NC(=O)c1ccc(NC(=O)COC(=O)CCC(=O)c2ccc(Cl)cc2)cc1 | 0.7 | -1.4 | -6.9 | 1.8 | -13.2 | -6.5 | 3.0 | -0.0308 | 1.9
Fc1cccc(CSc2ccc(-c3ccc4c(c3)OCO4)nn2)c1 | 0.1 | -0.2 | -7.1 | 1.6 | -7.8 | 9.9 | -7.3 | 0.773 | -7.2
CC(/C=C/c1ccccc1)=N/NC(=O)c1nc2nc(C)cc(C)n2n1 | -0.1 | 8.2 | -4.0 | 0.5 | -24.2 | -1.9 | 1.7 | -1.21 | -1.1
Cc1ccc(NC(=O)CSc2nnc(-c3cccnc3)n2-c2ccc(C)cc2)cc1 | -0.7 | 0.1 | 10.9 | 15.3 | -14.5[20 µM] | -13.6 | 7.8 | -0.424 | -0.7
Cc1ccccc1OCC(O)Cn1c(=N)n(CCN2CCOCC2)c2ccccc21 (centres undefined) | -0.3&0.6 | -2.5&-4.3 | -7.9&-4.1 | -8.1&6.4 | -20.7[20 µM] | 0.3&0.3 | -5.9&-5.9 | 0.0336&-0.197 | 4.1&4.2
COc1cc(NC(=S)N2CCCCC2C)cc(OC)c1OC (centres undefined) | 0.5 | -0.9 | -3.6 | 0.4 | -20.6 | -22.1 | 2.2 | 1.02 | 0.5
Cn1cc(/C=C2\SC(=O)N(c3ccccc3)C2=O)c2ccccc21 | 0.5 | 6.1 | 7.0 | -3.2 | -15.5 | -2.0 | 7.6 | 0.779 | -1.5
C=CCn1c(O)c(N=NC(=S)Nc2ccccc2F)c2ccccc21 | 0.3 | 1.2 | -8.1 | 11.5 | -8.0 | -17.3 | 3.0 | 107* | -0.4
COc1cccc(Cn2nnc(C(=O)Nc3cc(C)ccc3OC)c2N)c1 | 0.5 | -1.3 | -5.8 | 16.1 | -28.3 | -3.7 | 2.6 | -0.0554 | 1.7
Cn1cc(CN2CCCC(C(=O)c3cc(F)ccc3F)C2)c2ccccc21 (centres undefined) | -0.5 | 4.6 | -6.0 | 8.4 | -15.7 | 2.4 | 2.7 | 0.000587 | -3.7
O=S(=O)(Nc1ccc(N2CCCCC2)cc1)c1cccs1 | 0.9 | -1.5 | 1.5 | 15.9 | -18.0 | 1.0 | 1.6 | -0.648 | 2.0

Full records as entered above. Order of screens: PERK inh, Wee1 stabilizer, Thrombin inh, FXIIa inh 1536, Furin inhibitor, hK5 inh, FXIa inh, Cl transport mod, p97 inhibitor
CC(/C=C/c1ccccc1)=N/NC(=O)c1nc2nc(C)cc(C)n2n1 is listed as -0.1, 8.2, -4.0, 0.5, -24.2, -1.9, 1.7, -1.21, -1.1
COc1cccc(Cn2nnc(C(=O)Nc3cc(C)ccc3OC)c2N)c1 is listed as 0.5, -1.3, -5.8, 16.1, -28.3, -3.7, 2.6, -0.0554, 1.7

(list continues)
SMILES | PERK inh | Wee1 stabilizer | Thrombin inh | FXIIa inh 1536 | Furin inhibitor | hK5 inh | FXIa inh | Cl transport mod | p97 inhibitor
CC(C)CSc1nc(N2CCOCC2)c2c(c1C#N)CC(C)(C)SC2 | -1.4 | 3.0 | 1.4 | 15.5 | -13.1 | -13.8 | -3.1 | nt | -0.1
O=C1C2C3c4ccccc4C(c4ccccc43)[C@@H]2C(=O)N1c1nc(-c2ccccc2)cs1 (some centres undefined) | 1.1 | -0.1 | 0.5 | 16.2 | -8.1 | -4.5 | 9.8 | 0.387 | 4.2
CC1=C(C(=O)OC(C)C)C(c2ccc(C)o2)C(C(=O)OC(C)C)=C(C)N1 | -1.0 | -3.1 | -3.9 | 5.7 | -5.8 | -0.8 | -1.2 | -0.56 | 2.5
O=C(NCCC1=CCCCC1)C1COc2ccccc2O1 (centres undefined) | 0.9 | -0.5 | 0.1 | 8.6 | -27.9 | 2.9 | 2.9 | 0.415 | -1.6
Cc1c(Cl)c([N+](=O)[O-])nn1CC(=O)N1CCCc2ccccc21 | 1.3 | -1.2 | -5.3 | 4.3 | -5.1 | -14.2 | -0.3 | 0.0562 | -4.5
CC1Cc2cc(-c3csc(NC(=O)Cc4cccs4)n3)ccc2N1S(C)(=O)=O (centres undefined) | -0.9 | -0.5 | 4.1 | 15.6 | -27.1 | 0.5 | 0.5 | -2.44 | 3.6
O=C(C1CCCCC1)N1CCc2ccccc21 | 0.7 | -0.4 | -10.2 | 6.8 | -29.4 | 0.3 | -3.5 | -1.28 | 3.8
CCN(CC)CCOC(=O)C1c2ccccc2Oc2ccccc21 | 1.2 | -3.0 | 0.4 | -3.5 | -7.4[20 µM] | 0.5 | -4.2 | -0.413 | 4.6
COc1ccc(NC(=O)NCCCN2CCCC2=O)c(OC)c1 | -0.2 | 0.5 | 3.9 | 17.2 | -14.7[20 µM] | 3.6 | 2.2 | -0.538 | -0.3
O=C(Nc1ccc(CCC(=O)N2CCCC2)cc1)c1ncn[nH]1 | 0.9 | -3.8 | -2.1 | 12.1 | -12.5 | 28.9 | 2.3 | 0.843 | 4.6
CNC(=S)N/N=C/c1ccc(OCc2ccccc2)c(Br)c1 | -0.3 | 1.6 | -7.2 | 6.5 | -34.6 | -9.9 | 1.8 | 0.597 | 3.6
CN(Cc1ccccc1)C(=O)COC(=O)c1ccccc1Nc1ccccc1 | 0.1 | 2.4 | -6.3 | 5.9 | -5.9 | 10.9 | -0.9 | -0.0425 | -14.2
C/C(=N\NC(=O)CCc1ccc(S(=O)(=O)N2CCOCC2)cc1)c1ccccc1Cl | 0.8 | 6.1 | -5.8 | -1.1 | -11.7 | -3.4 | -4.2 | 0.39 | 0.7
COc1ccccc1CNC(=O)Cn1cnc2ccccc2c1=O | 0.6 | -2.3 | 1.7 | 10.4 | -18.9 | 12.7 | -2.1 | 0.686 | 5.5
Cc1ccccc1NC(=S)N(C)Cc1cccs1 | 1.1 | -3.2 | -2.2 | 0.7 | -7.3[20 µM] | -13.0 | -7.4 | 0.608 | 2.5

Quoted from the listing.
CNC(=S)N/N=C/c1ccc(OCc2ccccc2)c(Br)c1 in p97 inhibitor is entered as 3.6
CN(Cc1ccccc1)C(=O)COC(=O)c1ccccc1Nc1ccccc1 in Thrombin inh is entered as -6.3
